TEAD-YAP block: TEAD-YAP interaction inhibition. HEK-TIYL cells, TEAD-Gal4/YAP UAS-luciferase luminescence. inhibition, % at 9.12 µM. actives 1.4% (n = 640,000). AID 1259422; in the data active = inhibition above about 32%;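 note: 0% = median of test compound wells and 100% = reference inhibitor wells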
GPR151 activ: activators of human GPR151; Q8TDV0; actives 1% (n = 650,000); PathHunter beta-arrestin GPR151 cells, luminescence; activation, % at 11.2 µM; in the data active = activation above about 4.9%;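 note: 0% = median of compound wells and 100% = cells with positive control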
Target sequence (Q8TDV0 whole entry, looked up): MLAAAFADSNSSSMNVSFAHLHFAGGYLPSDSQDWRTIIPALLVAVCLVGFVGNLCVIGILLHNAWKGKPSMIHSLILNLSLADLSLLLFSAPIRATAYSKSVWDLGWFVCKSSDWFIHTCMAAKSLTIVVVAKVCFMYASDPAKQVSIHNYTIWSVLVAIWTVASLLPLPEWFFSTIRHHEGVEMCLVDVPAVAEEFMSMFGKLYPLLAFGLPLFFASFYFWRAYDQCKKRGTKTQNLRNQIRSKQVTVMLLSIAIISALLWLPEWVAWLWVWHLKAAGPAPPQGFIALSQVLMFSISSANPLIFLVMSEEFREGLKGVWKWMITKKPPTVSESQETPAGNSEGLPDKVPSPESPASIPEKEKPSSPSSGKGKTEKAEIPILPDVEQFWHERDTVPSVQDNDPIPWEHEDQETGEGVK
FBW7 activator: human FBW7 E3 ligase activation, primary screen | Q969H0 | AlphaScreen FBW7–phospho-cyclin E peptide binding, activator screen | normalized activity (activation), % at 26.1 µM | actives 0.13% (n = 650,000) | AID 1259310; in the data active = normalized activity above about 1.9%;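 note: purified mutant Fbw7 with reduced substrate affinity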
MITF primary: human MITF inhibition, primary screen | AlphaScreen MITF homodimerization, bead proximity signal | inhibition, % at 2.6 µM | actives 0.91% (n = 650,000) | AID 1259374; in the data active = inhibition above about 50%;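 note: 0% = vehicle wells with protein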
Target sequence (O75030 whole entry, looked up): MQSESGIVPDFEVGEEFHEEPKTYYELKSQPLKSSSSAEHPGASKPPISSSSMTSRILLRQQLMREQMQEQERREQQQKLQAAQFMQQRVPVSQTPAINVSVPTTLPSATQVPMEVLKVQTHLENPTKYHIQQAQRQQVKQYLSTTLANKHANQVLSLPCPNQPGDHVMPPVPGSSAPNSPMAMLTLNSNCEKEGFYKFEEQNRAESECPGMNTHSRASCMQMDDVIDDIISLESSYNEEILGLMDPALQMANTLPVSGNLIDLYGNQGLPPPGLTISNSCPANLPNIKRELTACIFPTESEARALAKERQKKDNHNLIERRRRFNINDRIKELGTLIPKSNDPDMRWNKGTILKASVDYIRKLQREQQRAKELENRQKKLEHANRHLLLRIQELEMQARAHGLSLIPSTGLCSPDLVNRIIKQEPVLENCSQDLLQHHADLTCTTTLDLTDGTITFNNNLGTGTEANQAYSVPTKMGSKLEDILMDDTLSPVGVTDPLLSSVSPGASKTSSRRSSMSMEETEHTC
Active calls of the source: *; & = joins results of further samples.

The line under a structure holds: MITF primary	GPR151 activ	TEAD-YAP block	FBW7 activator
> O=C(COc1ccccc1Cl)NC(c1ccccc1)c1ccccc1
    -6	-0.2	0	0.1
> COc1cc(C2C(C(=O)Nc3ccccc3)=C(C)N=C3SCC(=O)N32)ccc1O (configuration not stated)
    1	0.7	4	-0.1
> COc1cc2nc(N3CCCC3CO)nc(Nc3ccccc3)c2cc1OC (configuration not stated)
    1	-1.5	10	-0.1
> c1ccc(C(c2nnnn2C2CCCCC2)N2CCc3ccccc3C2)nc1 (configuration not stated)
    17	1.1	2	0.0
> C=CCn1c(SCc2ccc(OC(C)C)cc2)nc2sc3c(c2c1=O)CCCC3
    6	-1.3	9	0.4
> CCOC(=O)c1ccc(CN(Cc2ccc(C)cc2)S(=O)(=O)c2cccc(Cl)c2Cl)cc1
    24	-0.4	3	0.7
> Cc1noc(C)c1S(=O)(=O)N(CC(=O)N1CCCCCC1)c1ccc(C(C)C)cc1
    -2	1.4	9	-0.1
> CCOc1ccc(NC(=O)COc2cccc(C)c2)cc1
    1	0.1	4	0.0
> CC(C)N(CCO)C(=O)CC1(c2cccc(F)c2)CC(=O)N(Cc2cccnc2)C1=O (configuration not stated)
    5	1.6	1	0.1
> OCCN(Cc1ccccc1)Cc1ccccc1O
    15	-0.5	1	-0.3
> CCOc1ccc(/C(O)=C/c2nc3cc(C)ccc3oc2=O)cc1
    21	3.7	-4	0.1
> Cc1cccc(-c2cc(C(=O)Nc3ccc(F)c([N+](=O)[O-])c3)c3ccccc3n2)c1
    -7	5.7*	-7	-0.2
> COCCNC(=O)/C(C#N)=C/c1cn(Cc2ccc(C#N)cc2)c2ccccc12
    9	-0.3	6	-0.2
> Cn1ncc([N+](=O)[O-])c1C(=O)Nc1ccc(Br)cc1
    -2	0.8	14	-0.2
> COc1ccc(CN2CCC3(CC2)CC3C(=O)Nc2cccc(F)c2)cc1O (configuration not stated)
    11	-0.1	-1	0.0
> Cc1ccc(C)c(N2CCN(c3cc(C)nc4nc(C)nn34)CC2)c1
    4	-1.1	-3	-0.2
> Cc1ccc(CN(Cc2ccco2)C(=S)NCC(=O)O)cc1
    13&5	-0.2&0.5	9&3	-0.1&-0.3
> CCOC(=O)c1cc(S(=O)(=O)N2CCCCC2C)cn1C (configuration not stated)
    15	-1.3	7	0.0
> CC(C)c1ccc(NC(=O)c2cc(S(=O)(=O)NCC3COc4ccccc4O3)ccc2F)cc1 (configuration not stated)
    -8	2.1	-7	-0.2
> CCCCN(CC)C(=O)c1ccc(C)c(C)c1
    8	-0.4	1	-0.1
> CC(=O)c1cccc(NC(=O)C(=O)NC2CCC(C)CC2)c1 (configuration not stated)
    -7	-0.3	-24	0.0
> Cc1c(Cl)cccc1NC(=O)c1cc2ccccc2c(=O)o1
    7	0.5	0	0.0
> CC(C)OC(=O)COc1ccc2c(=O)c(-c3ccc(Cl)cc3)coc2c1
    11	1.0	7	0.0
> CCNC(=O)CN(CCc1ccccc1)S(=O)(=O)c1c(C)cc(C)cc1C
    14	-2.0	5	-0.1
> O=C(NN1C(=O)C2C3c4ccccc4C(c4ccccc43)C2C1=O)c1ccc(Cl)cc1Cl (configuration not stated)
    13	-0.5	0	0.0
> CCCCNC(=O)CC1Nc2c3ccccc3nc(=S)n2C1=O (configuration not stated)
    14	9.6*	-5	-0.1
> CCC(C)NC(=O)C1CCN(C(=O)c2cnn(-c3ccccc3)c2-n2cccc2)CC1 (configuration not stated)
    -12	1.5	-6	0.0
> COc1ccc(NC(=O)C2(c3cccs3)CCOCC2)c(OC)c1
    -1	1.1	0	-0.1
> CCCCCC1CCC(C2=NS(=O)(=O)c3ccccc3N2)CC1 (configuration not stated)
    -8	-0.8	-4	-0.1
> Cc1ccc(C(=O)N/C(=C\c2ccc3c(c2)OCO3)C(=O)Nc2cc(Cl)ccc2C)cc1C
    14	-0.6	2	0.2
> COc1ccc(-n2nnnc2SCC(=O)c2ccc(Cl)cc2)cc1
    -4	-0.5	-2	-0.2
> CC(=O)NC1=NC(=O)/C(=C\c2ccc(-c3cccc([N+](=O)[O-])c3)o2)S1
    9	0.5	-1	0.1
> Cc1ccc2c(c1)N(C(=O)CCC(=O)Nc1ccc(F)cc1F)CC(C)O2 (configuration not stated)
    -2	0.4	10	0.4
> COc1cccc(-c2cncc(-c3ccc4[nH]ccc4c3)n2)c1
    5	2.2	-2	0.0
> COC(=O)Nc1nc(CC(=O)N2CCN(c3ccccc3Cl)CC2)cs1
    -7	-0.1	-1	0.0
> CC(C)C(=O)N1CCC(c2nc(-c3ccccc3Cl)no2)CC1
    5	0.7	0	0.2
> O=C(O)c1c(CNCc2ccc(F)cc2)c2ccccc2n1Cc1cccc(F)c1
    0	0.9	8	-0.1
> O=C(COc1ccc(Br)cc1)NCCN1CCOCC1
    0	-0.3	14	0.0
> CCOc1c(C)cc(S(=O)(=O)NC(C)Cc2cccs2)cc1C (configuration not stated)
    -9	-0.5	2	-0.1
> COCCNC(=O)Cn1ncc2ccc(C)cc21
    -5	-0.6	-3	-0.1
> Cc1cccc(-n2nc3c(c2NC(=O)c2ccccc2C(F)(F)F)CSC3)c1
    10	1.2	2	0.1
> CC(=O)Nc1cccc(NC(=O)CSc2nc(C)nc3sc4c(c23)CCCC4)c1
    -1	0.1	7	0.3
> Cc1ccc(C(=O)Nc2cnc3ccccn3c2=O)cc1
    11	-1.2	-51	0.0
> O=C(NCc1ccc(Cl)cc1)C(=O)Nc1ccc(Br)cc1
    8	-0.6	-1	0.1
> CCOC(=O)c1sc2ncn(CC(=O)NCCc3ccc(OC)c(OC)c3)c(=O)c2c1C
    1	-0.8	-3	0.8

Profiles from above.
`CC(C)C(=O)N1CCC(c2nc(-c3ccccc3Cl)no2)CC1` is listed as MITF primary = 5; GPR151 activ = 0.7; TEAD-YAP block = 0; FBW7 activator = 0.2
`COCCNC(=O)Cn1ncc2ccc(C)cc21` is listed as MITF primary = -5; GPR151 activ = -0.6; TEAD-YAP block = -3; FBW7 activator = -0.1

5 entries drawn at random from the list so far, as already listed:
The line under a structure holds: MITF primary	GPR151 activ	TEAD-YAP block	FBW7 activator
> COc1ccc(-n2nnnc2SCC(=O)c2ccc(Cl)cc2)cc1
    -4	-0.5	-2	-0.2
> COc1cccc(-c2cncc(-c3ccc4[nH]ccc4c3)n2)c1
    5	2.2	-2	0.0
> CCOC(=O)c1sc2ncn(CC(=O)NCCc3ccc(OC)c(OC)c3)c(=O)c2c1C
    1	-0.8	-3	0.8
> O=C(O)c1c(CNCc2ccc(F)cc2)c2ccccc2n1Cc1cccc(F)c1
    0	0.9	8	-0.1
> COCCNC(=O)Cn1ncc2ccc(C)cc21
    -5	-0.6	-3	-0.1

Following part:
The line under a structure holds: MITF primary	GPR151 activ	TEAD-YAP block	FBW7 activator
> COc1ccc(NCCCC(=O)N/N=C/c2ccc(O)c(OC)c2)cc1
    11	0.9	-2	0.1
> COC(=O)c1sc2nc(CN3CCN(c4ccccc4OC)CC3)[nH]c(=O)c2c1C
    -7	-1.3	-3	0.0
> O=C(Nc1nnc(-c2ccc3c(c2)OCCO3)o1)c1ccc(C(=O)c2ccccc2)cc1
    13	0.5	-1	0.1
> CCOc1ccc(NCC(O)Cn2c(C)c(C)c3ccccc32)cc1 (configuration not stated)
    47	-2.4	11	0.3
> O=C1c2ccccc2C(=O)N1OCCSc1nc2ccccc2s1
    -4	-0.1	-24	-0.1
> CCOC(=O)c1ccc(NC(=O)C(=O)Nc2ccc(C(=O)OCC)cc2)cc1
    -6	0.6	2	0.1
> CCOc1ccc(NC(=O)C2CC(=O)N(CCCO)C(=Nc3ccccc3)S2)cc1 (configuration not stated)
    3	-0.9	-1	-0.4
> C/C(=N/NC(=O)c1cc(-c2cccs2)[nH]n1)c1ccncc1
    5	3.2	-7	0.1
> O=C(NCc1ccco1)C1CCCN(c2ccc(-n3ccnc3)nn2)C1 (configuration not stated)
    4	-0.6	-4	-0.1
> CCOC(=O)C1=C(C)NC(SCC)=NC1c1ccccc1 (configuration not stated)
    -2	1.6	-3	0.0
> COc1ccc(-c2[nH]ncc2-c2ccccc2)c(O)c1C
    -3	1.4	4	0.1
> CCNC(=O)CN1C(=O)C(C)Oc2ccccc21 (configuration not stated)
    10	1.6	9	-0.1
> COC(=O)C1=C(C)NC(=O)NC1c1ccc(-c2ccc([N+](=O)[O-])cc2)o1 (configuration not stated)
    16	-0.6	-1	0.0
> COc1ccccc1S(=O)(=O)Cc1ccc(C(=O)NC2CCC(C)CC2)o1 (configuration not stated)
    -14	-0.5	9	0.2
> Cc1cc(C)c(S(=O)(=O)c2ccc(F)cc2C)c(=O)[nH]1
    7	0.0	-8	-0.1
> Cc1cc(S(=O)(=O)N(Cc2ccco2)Cc2ccccc2Cl)ccc1-n1cnnn1
    12	-0.8	6	1.1
> CCOC(=O)C1=C(C)N=c2s/c(=C/c3c(C)[nH]c4ccccc34)c(=O)n2C1c1ccc(N(C)C)cc1 (configuration not stated)
    7	1.3	13	-0.2
> Cc1cn2c(=O)c(C(=O)Nc3ccon3)cnc2s1
    -5	-1.2	-25	-0.2
> COC(=O)c1ccc(C2C(C#N)=C(c3ccc(Cl)cc3)Nc3nnnn32)cc1 (configuration not stated)
    -6	-1.2	-2	0.0
> Cc1ccc(C2C(=O)N(C3CCCC(C)C3C)CC(=O)N2C2CC2)cc1 (configuration not stated)
    5	-0.1	1	0.1
> O=C(/C=C/c1ccccc1)C1=C(O)C(=O)N(CCO)C1c1ccc(Br)cc1 (configuration not stated)
    1	0.6	1	0.4
> CCOc1ncccc1C(=O)Nc1cc(S(=O)(=O)N(CC)CC)ccc1N(CC)CC
    5	-1.2	0	-0.1
> Cc1nc2ncnn2c(C)c1CCC(=O)Nc1ccccn1
    -16	-0.7	-2	-0.2
> CCOC(=O)C1=C(O)/C(=C/c2ccc(OC)c(OC)c2OC)SC1=Nc1ccc(Cl)cc1
    -3	-0.1	8	0.2
> CC(=O)CC(=O)Nc1cc(Cl)ccc1C
    7	-0.9	6	0.0
> c1csc(CN2CCOc3ccc(CN4CCc5sccc5C4)cc3C2)n1
    8	-0.2	4	0.4
> COc1ccc(C(=O)CCC(=O)OCC(=O)c2ccc([N+](=O)[O-])cc2)cc1
    -4	-0.5	-3	-0.1
> O=C(O)CC(NS(=O)(=O)c1ccc(Cl)cc1)c1ccco1 (configuration not stated)
    4	0.6	11	-0.1
> COc1ccc(CN2CCN(C(=O)c3ccncc3)CC2)cc1
    75*	1.8	-1	-0.4
> CN1CCN(C(=O)c2sc3ccccc3c2Cl)CC1
    16	-0.1	-24	0.5
> Cn1nc(-c2ccc(C(N)=O)cc2)c2ccccc2c1=O
    6	0.3	-1	-0.1
> CCN(CC)S(=O)(=O)c1ccc2c(c1)N(CC(=O)O)C(=O)C1CCCN21 (configuration not stated)
    -9	-2.4	-5	0.3
> CCOc1ccc(C2C(C#N)=C(N)OC3=C2C(=O)CCC3)cc1OC (configuration not stated)
    2	-0.1	11	0.0
> CC(=O)c1ccc(N2CCN(c3ncnc4c3cnn4-c3ccc(C)cc3C)CC2)cc1
    15	-0.7	4	0.4
> COc1ccc(-n2c(C)c(C(C)=O)c3cc(OC(=O)/C=C\c4ccccc4)ccc32)cc1
    -3	1.3	5	-0.1
> COc1ccccc1C1C(C#N)=C(N)OC2=C1C(=O)c1ccccc1C2=O (configuration not stated)
    -5	0.6	-5	0.1
> CCOC(=O)CS(=O)(=O)c1ccc(C(=O)N2CCN(C)CC2)cc1[N+](=O)[O-]
    10	-1.2	-22	0.2
> CCN(C(=O)c1c(N)cnn1C)c1ccccc1
    -8	3.5	-2	-0.2
> Cc1ccc(NC(=O)c2ccc(NCCO)c([N+](=O)[O-])c2)cc1Cl
    10	-0.1	-40	0.1
> Cc1cc(N2CCN(Cc3c(C(=O)N4CCCCC4)nc4sccn34)CC2)cc(C)n1
    -3	0.3	6	0.0
> Cn1c(=O)c2c(C(F)(F)F)cc(-c3cccs3)nc2n(C)c1=O
    26	-1.3	8	0.4
> O=C(NCCN1CCOCC1)NC1(C(F)(F)F)Oc2ccc(Cl)cc2O1 (configuration not stated)
    2	0.6	-26	-0.2

Look-ups from the entries so far.
TEAD-YAP block with Cc1ccc(NC(=O)c2ccc(NCCO)c([N+](=O)[O-])c2)cc1Cl is entered as -40
FBW7 activator with O=C(NCCN1CCOCC1)NC1(C(F)(F)F)Oc2ccc(Cl)cc2O1 (configuration not stated) is entered as -0.2
TEAD-YAP block with CCN(C(=O)c1c(N)cnn1C)c1ccccc1 is entered as -2
MITF primary with CC(=O)c1ccc(N2CCN(c3ncnc4c3cnn4-c3ccc(C)cc3C)CC2)cc1 is entered as 15

Compounds above containing a CF3 group (three):
The line under a structure holds: MITF primary	GPR151 activ	TEAD-YAP block	FBW7 activator
> Cc1cccc(-n2nc3c(c2NC(=O)c2ccccc2C(F)(F)F)CSC3)c1
    10	1.2	2	0.1
> Cn1c(=O)c2c(C(F)(F)F)cc(-c3cccs3)nc2n(C)c1=O
    26	-1.3	8	0.4
> O=C(NCCN1CCOCC1)NC1(C(F)(F)F)Oc2ccc(Cl)cc2O1 (configuration not stated)
    2	0.6	-26	-0.2
